From PubChem BioAssay
KDM4C inh: KDM4C (human) demethylase inhibition | 96,000 compounds, 0.15% hits | inhibition, % at 12.5 µM | AID 720574 | GST-KDM4C 2-372, H3K9me3 peptide, LANCE TR-FRET;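 active means mean replicate inhibition above about 25%, with at least 55% of replicates also reaching it, limit read from the data, passing the limit was not always enough; inconclusive means only one of those two conditions met; inactive means neither condition met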
Target sequence (Q9H3R0 2-372 limits assumed): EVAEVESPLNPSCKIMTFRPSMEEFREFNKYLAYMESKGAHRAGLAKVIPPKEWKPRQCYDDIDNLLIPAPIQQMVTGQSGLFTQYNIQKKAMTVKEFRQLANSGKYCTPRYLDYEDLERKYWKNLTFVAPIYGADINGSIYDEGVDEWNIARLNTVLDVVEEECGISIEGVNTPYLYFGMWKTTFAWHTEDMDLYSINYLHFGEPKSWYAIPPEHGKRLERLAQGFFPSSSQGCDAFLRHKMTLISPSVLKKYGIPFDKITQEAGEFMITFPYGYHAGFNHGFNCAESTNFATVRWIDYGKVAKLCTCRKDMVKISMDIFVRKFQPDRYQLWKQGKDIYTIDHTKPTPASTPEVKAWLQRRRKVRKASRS
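System: N-terminal GST-fused human GASC-1 (KDM4C) fragment, residues 2-372 / Amount: 10 nM GST-KDM4C in enzyme reaction / Also added: H3K9me3 peptide with Fe(II)/2OG / Times: 30 min demethylation and 1 h detection at room temperature / Signal: LANCE TR-FRET / Read-out basis: Fall in 671/618 emission ratio as inhibition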
Pf Dd2 inh: P. falciparum Dd2 growth inhibition | AID 1159554 | activity change, % at 10 µM | 94,000 compounds, 2.3% hits | SYBR Green, 72 h; hits give low values; in the data active means activity change below about -80%; inconclusive means no clear call, values can overlap the other calls
Tcruzi prolif: inhibitors of T. cruzi proliferation | T. cruzi beta-gal in NIH3T3, GalScreen luminescence, 90 h | inhibition, % at 8.34 µM | 77,000 compounds, 5.9% hits;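 active means mean inhibition above about 93%, with at least 55% of replicates each passing it, limit read from the data, passing the limit was not always enough; inconclusive means only one of those two conditions holds; inactive means neither condition holds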
C diff growth: C. difficile growth inhibition; Clostridium difficile clinical isolate growth, OD600, 24 h; hits give low values; growth activity, negative = inhibition, % at 16 µg/mL (by protocol); 86,000 compounds, 0.25% hits; AID 1259249;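 active means mean growth activity at or below -80% and every replicate also at or below -80%; inconclusive means mean at or below -80% but some replicate above -80%; inactive means mean growth activity above -80%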;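 further: 0% = DMSO wells and -100% = levofloxacin 16 µg/mL wells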
The depositor's hits bear a star; u = inconclusive; x = not tested or not shown; + = active, no number; & = joins results of further samples; ! = a repeat was not active.

SMILES	KDM4C inh	Pf Dd2 inh	Tcruzi prolif	C diff growth
COc1ccc(NC(=O)N2CC3(C2)CN(C(C)=O)[C@H](CO)c2[nH]c4cc(OC)ccc4c23)cc1	2.5	-24.7	x	-2.8
CCC(=O)N[C@H]1CC[C@H](CCn2cc(CN(C)C)nn2)O[C@@H]1CO	-0.5	0.1	x	1.6
COc1ccc2c3c(n(C)c2c1)[C@H](CO)N(C)CC31CN(S(=O)(=O)c2cn(C)cn2)C1	0.3	9.3	x	4.0
COc1cccc(CN2C[C@@H]3N[C@H](C2)C3c2ccc(-c3ccccc3OC)cc2)c1 (some centres not stated)	1.8&-1.5	-28.4&-71.0	x	-97.3*!
CO[C@H]1CN(C)C(=O)c2cc(NS(=O)(=O)c3ccccc3C)ccc2OC[C@H](C)NC[C@H]1C	0.4	7.4	20.6	-1.5
Cc1ccc(S(=O)(=O)NCC[C@H]2CC[C@H](NC(=O)c3ccccn3)[C@H](CO)O2)cc1	-1.3	-2.7	43.5	-3.6
COc1ccc(CN(C)C[C@@H]2Oc3ccc(NS(C)(=O)=O)cc3CC(=O)N([C@H](C)CO)C[C@H]2C)cc1	-0.2	-17.4	-13.1	-0.9
C[C@@H]1CN([C@@H](C)CO)C(=O)c2cccc(NS(=O)(=O)c3ccc(Cl)cc3)c2O[C@H]1CN(C)Cc1ccc(C(=O)O)cc1	0.3	21.1	30.3	-0.9
C[C@H](CO)N1C[C@H](C)[C@H](CN(C)C(=O)Nc2ccccc2)Oc2c(NC(=O)C3CC3)cccc2C1=O	0.5	13.6	4.2	-1.3
CCCC#Cc1ccc([C@H]2[C@H]3CN(C(=O)CN4CCOCC4)CC(=O)N3[C@H]2CO)cc1	-1.2	11.5	x	-3.7
COc1cccc(CNC(=O)[C@@H]2[C@@H](CO)[C@@H]3Cn4c(ccc(-c5cccnc5)c4=O)[C@H]2N3C(C)=O)c1	-0.5	1.4	35.5	-1.0
CN(C)C(=O)[C@@H]1[C@@H](CO)[C@@H]2Cn3c(ccc(-c4ccccc4)c3=O)[C@H]1N2C(=O)C1CCC1	19.0	x	+	-3.0
Cc1cccc(S(=O)(=O)N2CC[C@@H]3[C@@H](CO)Nc4ccc(C#Cc5ccc(F)cc5)cc4[C@@H]32)c1	0.1	-3.8	6.7	5.9
O=C(CC1CC1)N[C@H]1CC[C@H](CCNS(=O)(=O)c2ccc(F)cc2)O[C@@H]1CO	0.5	-2.3	-8.4	-0.3
C[C@@H]1CN([C@@H](C)CO)C(=O)Cc2cc(NC(=O)CCN3CCOCC3)ccc2O[C@H]1CN(C)S(=O)(=O)c1ccc(Cl)cc1	-1.7	-55.1	9.0	-1.6
C[C@H](CO)N1C[C@H](C)[C@H](CN(C)S(=O)(=O)c2ccccc2)Oc2ncc(/C=C/c3ccccc3)cc2C1=O	-2.8	-49.3&-58.8	112.7*!	-6.1&-2.4
O=C(Nc1ccc2c(c1)[C@H]1C[C@@H](CC(=O)N3CCCCC3)O[C@@H](CO)[C@H]1O2)NC1CCCCC1	5.2	15.4	x	8.7
CC(=O)NC[C@H]1[C@H](c2ccc(-c3ccccc3)cc2)[C@@H](CO)N1C(=O)C1CCC1	0.7	-5.5	50.4	-17.8
C[C@@H]1CN([C@@H](C)CO)C(=O)Cc2cc(NC(=O)NC3CCCCC3)ccc2O[C@@H]1CN(C)S(=O)(=O)c1cn(C)cn1	1.1	24.3	17.0	3.5
CO[C@H]1CN(C)C(=O)c2ccc(NC(=O)c3cccc(F)c3)cc2OC[C@H](C)NC[C@H]1C	2.0	-10.2	-9.3	-7.4
CC(=O)N1CC(=O)N2[C@H](CO)[C@H](c3ccc(-c4ccc(C#N)cc4)cc3)[C@H]2C1	-0.8	15.7	x	-5.9
O=C(C[C@@H]1CC[C@@H](NC(=O)Nc2cc(F)ccc2F)[C@H](CO)O1)NCc1ccncn1	1.3	2.8	-18.9	-2.1
C[C@@H]1CN([C@@H](C)CO)C(=O)c2cc(NC(=O)CCN3CCOCC3)ccc2O[C@@H]1CN(C)C(=O)NC1CCCCC1	0.3	-0.8	x	-3.4&-3.6
C[C@@H]1CN([C@H](C)CO)C(=O)Cc2cc(NC(=O)Nc3ccc4c(c3)OCO4)ccc2O[C@H]1CN(C)Cc1ccc(-c2ccccc2)cc1	-0.9	-21.9	84.8	28.6
O=C(C[C@H]1C[C@@H]2c3cc(NC(=O)c4cccnc4)ccc3O[C@@H]2[C@@H](CO)O1)NC1CCCC1	-0.3	-0.6	x	-6.7

The last 6 entries of the part before are carried over, then new ones follow:
SMILES	KDM4C inh	Pf Dd2 inh	Tcruzi prolif	C diff growth
CO[C@H]1CN(C)C(=O)c2ccc(NC(=O)c3cccc(F)c3)cc2OC[C@H](C)NC[C@H]1C	2.0	-10.2	-9.3	-7.4
CC(=O)N1CC(=O)N2[C@H](CO)[C@H](c3ccc(-c4ccc(C#N)cc4)cc3)[C@H]2C1	-0.8	15.7	x	-5.9
O=C(C[C@@H]1CC[C@@H](NC(=O)Nc2cc(F)ccc2F)[C@H](CO)O1)NCc1ccncn1	1.3	2.8	-18.9	-2.1
C[C@@H]1CN([C@@H](C)CO)C(=O)c2cc(NC(=O)CCN3CCOCC3)ccc2O[C@@H]1CN(C)C(=O)NC1CCCCC1	0.3	-0.8	x	-3.4&-3.6
C[C@@H]1CN([C@H](C)CO)C(=O)Cc2cc(NC(=O)Nc3ccc4c(c3)OCO4)ccc2O[C@H]1CN(C)Cc1ccc(-c2ccccc2)cc1	-0.9	-21.9	84.8	28.6
O=C(C[C@H]1C[C@@H]2c3cc(NC(=O)c4cccnc4)ccc3O[C@@H]2[C@@H](CO)O1)NC1CCCC1	-0.3	-0.6	x	-6.7
C[C@@H]1CN([C@@H](C)CO)C(=O)c2cc(-c3cccc(F)c3)cnc2O[C@H]1CN(C)Cc1ccccc1	-0.6	-10.7	35.9	-4.3
C[C@H](CO)N1C[C@H](C)[C@@H](CN(C)C(=O)C2CC2)OCc2cn(nn2)CCCC1=O	x	26.0	-8.9	-5.6
COc1cccc(C#Cc2ccc([C@H]3[C@H](CO)N4C(=O)CN(C(=O)Cc5ccccc5)C[C@@H]34)cc2)c1	-2.7	-9.3	x	5.3
COCC(=O)N(C)C[C@H]1Oc2cc(C#CC3CC3)ccc2S(=O)(=O)N([C@H](C)CO)C[C@@H]1C	8.1	2.1	3.4	3.9
C[C@H](CO)N1C[C@H](C)[C@@H](CN(C)C(=O)Nc2ccccc2)Oc2cc(C#C[C@@H](C)O)ccc2S1(=O)=O	x	-11.1	63.2	3.7
CN(C)C(=O)C[C@H]1CC[C@H](NC(=O)C2CC2)[C@@H](CO)O1	-1.7	x	x	0.4
Cc1noc(C)c1NC(=O)Nc1cccc2c1O[C@@H](CN(C)S(=O)(=O)c1ccc(Cl)cc1)[C@@H](C)CN([C@H](C)CO)C2=O	6.6	22.2	-2.3	-6.4
O=S(=O)(Cc1ccccc1)N1CCCCN2[C@H](CO)[C@@H](c3ccc(-c4cccnc4)cc3)[C@@H]2C1	-1.0	-36.0	81.5	4.5
CCNC(=O)C[C@@H]1CC[C@@H]2[C@@H](COc3ccc(NC(=O)Nc4cccc(C)c4)cc3C(=O)N2C)O1	-0.4	2.3	31.6	1.7
CN1C(=O)c2cc(NC(=O)c3ccc(F)cc3)ccc2OC[C@@H]2O[C@@H](CC(=O)NC3CCC3)CC[C@@H]21	2.9	-12.0	19.3	-2.2
CCCNC(=O)N(C)C[C@@H]1Oc2cc(C#C[C@H](C)O)ccc2S(=O)(=O)N([C@@H](C)CO)C[C@H]1C	-1.1	21.0	11.1	-3.9
C[C@@H]1CCCCO[C@@H](CN(C)C(=O)Nc2ccccc2)[C@H](C)CN([C@H](C)CO)C(=O)c2cc(N(C)C)ccc2O1	6.8	x	-3.1	1.5
C[C@H]1CN([C@@H](C)CO)C(=O)c2cc(-c3ccccc3)cnc2O[C@@H]1CN(C)Cc1ccccc1	-0.8	-4.4	-9.8	2.6
C[C@@H]1CN([C@@H](C)CO)C(=O)c2cc(NC(=O)Nc3ccccc3)ccc2O[C@@H](C)CCCCO[C@H]1CN(C)C(=O)CCC(F)(F)F	-1.4	2.1	6.4	-10.5
C[C@H]1CN([C@@H](C)CO)C(=O)Cc2cc(NC(=O)Nc3ccccc3)ccc2O[C@H]1CN(C)C(=O)Nc1ccccc1	-3.9	17.4	34.3	-1.4
CC=Cc1ccc2n(c1=O)C[C@@H]1[C@@H](CO)[C@H](C(=O)NCC3CC3)N(C(=O)CC3CC3)[C@H]21 (mixture of isomers)	2.0	12.6	10.4	1.6
Cc1ccc(S(=O)(=O)N[C@@H]2C=C[C@H](CC(=O)NC3CCCCC3)O[C@H]2CO)cc1	-0.8	3.9	22.9	-2.4
CC(C)NC(=O)Nc1ccc2c(c1)C(=O)N([C@H](C)CO)C[C@@H](C)[C@@H](CN(C)Cc1ccc3c(c1)OCO3)O2	-0.6	-6.5	x	4.0&1.6
Cc1noc(C)c1S(=O)(=O)N(C)C[C@@H]1Oc2ccc(NC(=O)Nc3ccc4c(c3)OCO4)cc2CC(=O)N([C@H](C)CO)C[C@@H]1C	-0.2	24.3	17.0	-1.4
COc1ccc(-c2ccc(C3[C@H]4CNC[C@@H]3N4S(=O)(=O)c3cccc(C)c3)cc2)cc1 (some centres not stated)	-1.6&-2.2	-13.2&-52.3	x	20.9&-7.9
COc1cccc(C#Cc2ccc([C@H]3[C@@H](C#N)N(C(=O)C4CCCC4)[C@@H]3CO)cc2)c1	-0.8	-83.3*	x	-3.6
C[C@@H]1CN([C@H](C)CO)C(=O)Cc2cc(NS(C)(=O)=O)ccc2O[C@@H]1CN(C)C(=O)NC1CCCCC1	-0.5	6.8	-22.1	1.9
Cc1noc(C)c1S(=O)(=O)Nc1ccc2c(c1)CC(=O)N([C@@H](C)CO)C[C@@H](C)[C@@H](CN(C)S(=O)(=O)c1cccs1)O2	-0.8	-4.0	33.1	5.8
O=C(N[C@@H]1C=C[C@H](CC(=O)N2CCN(c3ccccc3)CC2)O[C@H]1CO)c1ccncc1	-0.9	-4.8	-44.5	x
Cc1noc(C)c1NC(=O)Nc1cccc2c1O[C@H](CN(C)Cc1ccccc1)[C@H](C)CN([C@@H](C)CO)C2=O	2.3	-12.9	-15.3	1.4

Additional structures
SMILES	KDM4C inh	Pf Dd2 inh	Tcruzi prolif	C diff growth
C[C@H](CO)N1C[C@H](C)[C@@H](CN(C)Cc2ccc3c(c2)OCO3)Oc2ccc(N(C)C)cc2CC1=O	1.3	-7.0	132.6*	-5.0
C[C@H](CO)N1C[C@H](C)[C@H](CN(C)Cc2ccc(C(=O)O)cc2)Oc2c(NS(=O)(=O)c3ccccc3)cccc2C1=O	-0.2	-41.6	25.9	1.8
O=C(C[C@H]1CC[C@@H](NC(=O)c2ccc3c(c2)OCO3)[C@H](CO)O1)NCc1ccc(Oc2ccccc2)cc1	0.6	4.3	-20.0	-1.4
CCCNC(=O)[C@@H]1[C@@H](CO)[C@@H]2Cn3c(ccc(C4=CCCC4)c3=O)[C@@H]2N1C(=O)C1CC1	-0.1	0.7	-7.9	4.2
O=C(C[C@@H]1C[C@@H]2c3cc(NC(=O)CC4CC4)ccc3O[C@@H]2[C@@H](CO)O1)NCc1ccc(Cl)cc1	0.6	2.9	42.5	x
COc1ccc2c3c([nH]c2c1)[C@@H](CO)N(C(=O)Nc1ccc(F)cc1)CC31CCN(S(C)(=O)=O)CC1	1.3	-40.9	x	7.1
Cc1noc(C)c1S(=O)(=O)N(C)C[C@@H]1Oc2ccc(NC(=O)C3CC3)cc2CC(=O)N([C@H](C)CO)C[C@H]1C	-0.8	34.8	2.2	-10.7
C[C@H]1CN([C@@H](C)CO)C(=O)c2cccc(NC(=O)Nc3cccc4ccccc34)c2O[C@H]1CN(C)Cc1ccc(C(=O)Nc2ccccc2N)cc1	-5.7	u	x	10.9
CCCNC(=O)N(C)C[C@@H]1Oc2cc(Br)ccc2S(=O)(=O)N([C@@H](C)CO)C[C@H]1C	-0.7	21.5&20.6	-14.6&-31.2	3.9&1.1
CO[C@@H]1CN(C)C(=O)c2ccc(NS(=O)(=O)c3ccc(F)cc3)cc2OC[C@H](C)NC[C@H]1C	0.3	29.4	-11.8	-0.3
C/C=C/c1cnc2c(c1)C(=O)N([C@H](C)CO)C[C@@H](C)[C@@H](CN(C)C(=O)Nc1c(C)noc1C)O2	0.0	35.8	49.4	-4.0
CC(C)NC(=O)Nc1ccc2c(c1)C(=O)N([C@H](C)CO)C[C@H](C)[C@H](CN(C)Cc1ccc(-c3ccccc3)cc1)O2	0.5	-24.7	-18.5	-6.5
C[C@H]1CN([C@@H](C)CO)C(=O)Cc2cc(NS(=O)(=O)c3ccccc3)ccc2O[C@H]1CN(C)C(=O)Nc1ccc(C(F)(F)F)cc1	-1.4	7.4	-15.3	-16.7
O=C(c1cccc(F)c1)N1CC[C@@H]2[C@H]1c1cc(-c3ccccc3F)ccc1N[C@@H]2CO	-0.8	29.8	90.1	-5.5
